# KCNH2 3.1 inh = qHTS for Inhibitors of KCHN2 3.1: Mutant qHTS; U2OS KCNH2 3.1, thallium flux FluxOr; hits give low values; activity change, % (tested at about 1.8 µM); 340,000 tested, 0.95% active;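 active = maximum activity change below -70%; inconclusive = maximum activity change from -70% to -50%; inactive = maximum activity change above -50%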;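 note: thallium influx rate constant from kinetic fluorescence after stimulation buffer; % is set by controls: 0 for no effect and ±100 for the full control effect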
#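 Kinetic fluorescence (2 min after stimulation buffer) measures Tl+ influx through KCNH2 3.1 expressed by viral transduction in U2OS cells; the rate constant is normalized against DMSO controls serving as positive and negative references.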
# Tb PFK block = qHTS Assay to Find Inhibitors of T. brucei phosphofructokinase. Potency, µM (titrated, usually from 57.5 µM), for the others: top-dose activity, negative = inhibition, usual class: inhibitors. T. brucei PFK, ADP-Glo luminescence. 330,000 tested, 0.17% active. ATP-dependent 6-phosphofructokinase (Trypanosoma brucei brucei), O15648;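 note: potency is the fitted concentration of half-maximal effect; 0% = uninhibited 1x PFK enzyme wells and -100% = no-enzyme wells; nearly all actives have a fitted effect of over 60% in size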
#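 In TEA buffer at pH 8.0 with 5 mM MgCl2, enzyme (1.25 nM) converted F6P (0.5 mM) and ATP (0.1 mM) for 45 min at room temperature. ADP product was read by luciferase luminescence.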
# ELG1 genotox = qHTS screen for small molecules that induce genotoxicity in human embryonic kidney (HEK293T) cells expressing luciferase-tagged ELG1. HEK293T ELG1-luciferase reporter, luminescence, 16 h. Potency, µM (series often up to 46 µM), for inactives: at the top dose activity change, positive = activation, actives largely listed as activators. 330,000 tested, 1.3% active. AID 504466, 2011; note: potency is the fitted concentration of half-maximal effect; % of control where 0% means no effect; nearly all actives have a fitted effect of over 60% in size
#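 HEK293T cells expressing luciferase-tagged ELG1 were exposed to compound or DMSO vehicle for 16 hr at 37 °C and 5% CO2. Luciferase activity was then measured with ONE-Glo after 30 min at room temperature.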
# Rab9 prom act = qHTS Assay for Rab9 Promoter Activators | Huh7 Rab9 promoter-luciferase reporter, luminescence, 24 h | Potency, µM (doses to about 9.22 µM), without a hit: at the top dose activation, negative = inhibition, hits mostly activators | 320,000 tested, 2.8% active | AID 485297, 2010; note: potency is the fitted concentration of half-maximal effect; % of control where 0% means no effect; nearly all actives have a fitted effect of over 60% in size
#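 Promoter activation is measured as luciferase luminescence in Huh7 cells stably transfected with a Rab9 promoter–luciferase construct, following 24 h compound exposure at 37 °C and 10 min reagent incubation at ambient temperature.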
# VP16 counter = VP16 counterscreen qHTS for inhibitors of ROR gamma transcriptional activity | Drosophila S2 Gal4-VP16 UAS-luciferase, luminescence, 20 h | Potency, µM (top dose mostly 53.6 µM), without a hit: at the highest dose activity, negative = inhibition, hits mostly inhibitors | 310,000 tested, 3.5% active;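 note: Gal4-VP16 expression switched on by copper sulfate through the metallothionein promoter; potency is the fitted concentration of half-maximal effect; % is set by controls: 0 for no effect and ±100 for the full control effect; nearly all actives have a fitted effect of over 50% in size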
# RORgamma inh = qHTS for inhibitors of ROR gamma transcriptional activity; Nuclear receptor ROR-gamma (Mus musculus), P51450; Drosophila S2 Gal4-RORgamma UAS-luciferase reporter, 20 h; Potency, µM (series often up to 53.6 µM), for the others: top-dose activity change, negative = inhibition, most hits filed as inhibitors; 310,000 tested, 5.4% active; AID 2551, 2010; note: potency is the fitted concentration of half-maximal effect; % is set by controls: 0 for no effect and ±100 for the full control effect; nearly all actives have a fitted effect of over 60% in size
# Target sequence (P51450 whole entry, looked up, the tested form may be a part): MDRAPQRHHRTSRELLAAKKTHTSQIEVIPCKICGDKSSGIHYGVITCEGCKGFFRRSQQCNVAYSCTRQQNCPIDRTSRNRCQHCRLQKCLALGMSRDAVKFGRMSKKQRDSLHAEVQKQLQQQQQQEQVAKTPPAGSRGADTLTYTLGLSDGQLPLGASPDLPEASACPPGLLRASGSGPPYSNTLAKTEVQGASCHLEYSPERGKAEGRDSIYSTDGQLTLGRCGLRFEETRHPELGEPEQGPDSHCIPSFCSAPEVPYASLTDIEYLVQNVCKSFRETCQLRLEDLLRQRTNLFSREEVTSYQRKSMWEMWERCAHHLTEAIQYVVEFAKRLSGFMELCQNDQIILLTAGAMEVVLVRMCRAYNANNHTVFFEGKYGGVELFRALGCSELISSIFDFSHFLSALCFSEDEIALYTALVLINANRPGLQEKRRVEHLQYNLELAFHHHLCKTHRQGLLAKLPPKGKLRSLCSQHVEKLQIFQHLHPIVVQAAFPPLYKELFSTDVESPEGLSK
#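 Luciferase reporter read in Schneider cells carrying Gal4-RORγ (mouse) and UAS-Photinus luciferase; cells given compound 1 h before 700 uM copper sulfate induction, then incubated 20 h at ambient temperature.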
# Giardia kill = Small Molecules that selectively kill Giardia lamblia: qHTS; 340,000 tested, 0.15% active; Giardia lamblia trophozoite viability; activity change, % at 7.66 µM, hits read low; in the data active = activity change below about -80%; inconclusive = between about -30% and that limit;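 note: parasites exposed to compound for two days anaerobically before the ATP read; % is set by controls: 0 for no effect and ±100 for the full control effect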
#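 Giardia trophozoites, 100 cells per well, were exposed to compounds for 48 hrs at 37 deg C under anaerobic conditions; viability was then read as ATP content by bioluminescence after 15-30 min at room temperature.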
# NPC1 prom act = qHTS Assay for NPC1 Promoter Activators; Potency, µM (titrated, usually from 9.22 µM), inactives show at the top dose activation, hits mostly activators; 320,000 tested, 2.4% active; Huh7 NPC1 promoter luciferase reporter, 24 h;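 note: potency is the fitted concentration of half-maximal effect; % of control where 0% means no effect; nearly all actives have a fitted effect of over 60% in size; reporter is driven by a mutant NPC1 promoter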
#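 NPC1 promoter–luciferase Huh7 cells; 24 h compound; luminescence.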
# uPA surface inh = qHTS for Inhibitors of Cell Surface uPA Generation; cell surface uPA generation assay, qHTS; Potency, µM (doses to about 38.3 µM), inactives show top-dose activity change, negative = inhibition, actives largely listed as inhibitors; 330,000 tested, 0.31% active; AID 540303, 2011; active = well fitted inhibition curve with a large enough effect; inconclusive = small, poorly fitted or top-dose-only effect; inactive = no such curve, though single readings can be large or run the other way; tested in mouse RAW 264.7 cells; note: potency is the fitted concentration of half-maximal effect; % is set by controls: 0 for no effect and ±100 for the full control effect; nearly all actives have a fitted effect of over 55% in size
# FBPA coupling cs = qHTS Assay for Inhibitors of Fructose-1,6-bisphosphate Aldolase from Giardia Lamblia: Coupling assay counterscreen | coupling enzyme system counterscreen, AmpLite Red fluorescence | activity change, negative = inhibition, % at 58.2 µM, hits read low | 290,000 tested, 0.67% active | AID 2472, 2010; in the data active = activity change below about -30%; note: % is set by controls: 0 for no effect and ±100 for the full control effect
#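 Final compound at 57.5 uM, incubated 10 min at RT with coupling enzyme reagent (glyceraldehyde-3-phosphate), then 20 min with substrate and AmpLite Red detection. Fluorescence read at 525/598 nm; tests interference with the coupling assay, not aldolase inhibition.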
# FLuc counter = qHTS profiling assay for firefly luciferase inhibitor/activator using purifed enzyme and Km concentrations of substrates (counterscreen for miR-21 project). Luciferin 4-monooxygenase (Photinus pyralis), P08659. purified FLuc, Km substrates, luminescence inhibition. Potency, µM (series often up to 57.5 µM), inactives show top-dose activity change, negative = inhibition, actives largely listed as inhibitors. 360,000 tested, 6.9% active;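 note: potency is the fitted concentration of half-maximal effect; plate controls were vehicle for no effect and reference inhibitor for full effect; nearly all actives have a fitted effect of over 55% in size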
# Target sequence (P08659 whole entry, looked up): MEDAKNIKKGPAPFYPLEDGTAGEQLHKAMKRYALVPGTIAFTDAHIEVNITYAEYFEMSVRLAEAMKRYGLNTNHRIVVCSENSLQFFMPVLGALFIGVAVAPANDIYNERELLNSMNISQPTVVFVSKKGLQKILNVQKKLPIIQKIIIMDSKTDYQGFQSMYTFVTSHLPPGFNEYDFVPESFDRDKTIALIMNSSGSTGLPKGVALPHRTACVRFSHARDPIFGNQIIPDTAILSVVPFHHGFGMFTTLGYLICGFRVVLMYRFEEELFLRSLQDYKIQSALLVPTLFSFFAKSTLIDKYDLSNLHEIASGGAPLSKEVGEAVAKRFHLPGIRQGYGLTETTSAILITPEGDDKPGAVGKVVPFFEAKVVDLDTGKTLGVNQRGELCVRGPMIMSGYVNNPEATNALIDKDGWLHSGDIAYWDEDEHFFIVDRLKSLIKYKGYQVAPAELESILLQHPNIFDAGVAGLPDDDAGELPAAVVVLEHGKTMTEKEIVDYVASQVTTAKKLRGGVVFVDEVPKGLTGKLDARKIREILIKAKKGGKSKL
#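 Biochemical qHTS of compounds, final roughly 60 µM downward over six points, against 10 nM purified firefly luciferase using Km concentrations of substrates (10 uM D-luciferin, 10 uM ATP) in Tris acetate pH 7.5 buffer; luminescence output.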
# The depositor's hits bear a star; u = inconclusive; x = no result given; [ ] = remark or other dose. Unless noted, calls come from the whole dose curve; as a rule, active = well fitted curve in the direction sought with a large enough effect; inconclusive = small, poorly fitted or top-dose-only effect, or another doubt; inactive = no such curve, though single readings can be large; an effect the other way counts as inactive or inconclusive. This is a random part of the collection; overall some 14% were active at least once.
Compound	RORgamma inh	FBPA coupling cs	ELG1 genotox	FLuc counter	KCNH2 3.1 inh	NPC1 prom act	VP16 counter	uPA surface inh	Rab9 prom act	Giardia kill	Tb PFK block
COC(=O)c1sc(-c2ccc(C(C)(C)C)cc2)cc1NC(=O)COCC(=O)O	u	8	7%	3.8µM*	-3	19%	-15%	4%	17%	u	-7%
CC(C)c1ccc(NC(=O)C2=CC=CN3CCS(=O)(=O)N=C23)cc1	x	x	u	u	1	14%	x	-7%	20%	1	8%
Cc1ccc(S(=O)(=O)N2CCC(C(=O)NNS(=O)(=O)c3ccc(Cl)cc3)CC2)cc1	u	2	-4%	4%	2	-1%	0%	1%	-3%	-21	7%
CC(Sc1n[nH]c(N)n1)C(=O)NC1CCCCC1C (stereo not given)	1%	x	0%	4%	-6	-7%	-5%	-3%	6%	-5	1%
COCCN(C(=O)c1c(C)noc1C)c1c(N)n(CC(C)C)c(=O)[nH]c1=O	x	x	2%	7%	1	-4%	x	8%	1%	-9	15%
O=C(Cc1cccs1)N/N=C/C=C/c1ccccc1	13%	0	13%	-11%	14	u	2%	-12%	u	-3	-5%
Cc1ccc(CNC(=O)C2CCC(=O)N(Cc3ccccc3F)C2)s1 (stereo not given)	18%	0	1%[9.26 µM]	-18%	16	2%	u	-44%	20%	8	-1%
CCOc1ccc(NC(=O)CN2C(=O)C(C)SC(C)C2=O)cc1 (stereo not given)	32%	-2	4%	-15%	11	7%	-11%	0%	13%	8	-20%
COc1ccc(Cl)cc1NC(=O)CN1CCN(S(=O)(=O)c2ccc(F)cc2)CC1	0%	3	9%	-1%	-8	-4%	19%	0%	-5%	-7	2%
O=C(Nc1ccncc1)c1cccs1	-14%	-30	-1%	3%	-7	-1%	-13%	8%	3%	3	-1%
COc1ccccc1N1CCN(S(=O)(=O)CCNC(=O)C23CC4CC(CC(C4)C2)C3)CC1	14%	1	-8%	1%	-31	-7%	-22%	-25%	-6%	7	2%
CNC(=O)C(=O)N/N=C/c1ccc(Br)cc1	1%	3	7%	u	1	7%	14%[10 µM]	13%	12%	-12	4%
O=c1ccc(-c2ccc([N+](=O)[O-])cc2)nn1-c1ccccc1	34%	1	2%	-2%	17	-5%	-7%	3%	-4%	0	-6%
CN(C)c1nc(N)nc(-c2ccco2)n1	10%	1	0%	7%[2.3 µM]	5	-4%	10%	2%	2%	7	-10%
CC(NC(=O)c1cc2cc(Br)ccc2oc1=N)c1ccccc1 (stereo not given)	5%	-5	-8%	u	4	-4%	-6%	0%	-4%	-10	-3%
CCOC(=O)C1CCN(C(=O)COc2cccc3ccccc23)CC1	25%	-1	19%	u	1	4%	8%	6%	-4%	-8	4%
O=C(Nc1ccccc1)OC1CC2CC1C1CCCC21 (stereo not given)	u	0	u	7.6µM*	-9	u	u	0%	2.5µM*	4	-3%
CCN(CC)C(=O)N1CCN(S(=O)(=O)c2ccc(C)cc2)CC1	14%	3	-1%	4%	2	0%	-3%	x	3%	9	-1%
COc1ccc(C(=O)OCCCOC(=O)c2ccc(OC)cc2OC)c(OC)c1	14%	x	3%	-3%	12	1%	-5%	16%	-2%	-1	1%
CN(Cc1c(C(=O)N(C)Cc2ccccc2)nc2ccccn12)CC1Cc2ccccc2O1 (stereo not given)	30%	10	-10%	1%	-20	1%	8%	-11%	2%	16	1%
O=C(NCC(NS(=O)(=O)OCC(Cl)(Cl)Cl)c1ccccc1)C(F)(F)F (stereo not given)	14%	0	-2%	2%	x	0%	-15%	12%	-1%	34[activator]	-7%
COc1ccc(C2=NOC(Cn3nc(C(=O)NCc4ccc(C)cc4)cc3-c3ccccc3)C2)cc1 (stereo not given)	x	x	-3%	2%	-12	-2%	x	-26%	0%	-1	-2%
CCC(=O)N(Cc1cc(=O)[nH]c2ccccc12)c1ccccc1OC	25%	0	0%	0%	7	-3%	0%	-9%	1%	2	4%
Cc1cc(C)c(S(=O)(=O)Nc2ncn[nH]2)c(C)c1	-25%	x	0%	1%	7	1%	1%	3%	-4%	-1	0%
N#Cc1ccc(N2C(=O)[C@@H]3C(C(=O)c4ccc5ccccc5n4)=NN[C@@H]3C2=O)cc1	1%	-4	2%	-12%	0	2%	0%	1%	-10%	4	2%
O=C1Nc2ccc(S(=O)(=O)NCc3ccccn3)c3cccc1c23	-9%	-4	0%	-1%	12	0%	-10%	4%	-3%	6	-1%
COc1ccc(-n2nnnc2SCC(=O)NC2CC2)cc1	x	x	3%	x	-35	-1%	x	-27%	8%	7	-4%
Cn1c(SCC(=O)N2CCN(C(=O)c3ccco3)CC2)nnc1-c1ccc(NS(C)(=O)=O)cc1	-11%	2	1%	-3%	6	-4%	3%	-6%	0%	5	-2%
CCOC(=O)Cc1csc(NC(=O)COc2ccc3c(C)cc(=O)oc3c2)n1	37%	2	-5%	-22%	7	-6%	-1%	-5%	-5%	10	-3%
c1cc2c(cc1CN1CCOCC1)OCO2	4%	4	3%	0%	-1	-2%	0%	-24%	5%	u	-2%

# Sorted by length of the SMILES (smallest number first): some entries from above
Compound	RORgamma inh	FBPA coupling cs	ELG1 genotox	FLuc counter	KCNH2 3.1 inh	NPC1 prom act	VP16 counter	uPA surface inh	Rab9 prom act	Giardia kill	Tb PFK block
CN(C)c1nc(N)nc(-c2ccco2)n1	10%	1	0%	7%[2.3 µM]	5	-4%	10%	2%	2%	7	-10%
Cc1cc(C)c(S(=O)(=O)Nc2ncn[nH]2)c(C)c1	-25%	x	0%	1%	7	1%	1%	3%	-4%	-1	0%
CCN(CC)C(=O)N1CCN(S(=O)(=O)c2ccc(C)cc2)CC1	14%	3	-1%	4%	2	0%	-3%	x	3%	9	-1%
COc1ccccc1N1CCN(S(=O)(=O)CCNC(=O)C23CC4CC(CC(C4)C2)C3)CC1	14%	1	-8%	1%	-31	-7%	-22%	-25%	-6%	7	2%
Cc1ccc(S(=O)(=O)N2CCC(C(=O)NNS(=O)(=O)c3ccc(Cl)cc3)CC2)cc1	u	2	-4%	4%	2	-1%	0%	1%	-3%	-21	7%
N#Cc1ccc(N2C(=O)[C@@H]3C(C(=O)c4ccc5ccccc5n4)=NN[C@@H]3C2=O)cc1	1%	-4	2%	-12%	0	2%	0%	1%	-10%	4	2%

# (next part)
Compound	RORgamma inh	FBPA coupling cs	ELG1 genotox	FLuc counter	KCNH2 3.1 inh	NPC1 prom act	VP16 counter	uPA surface inh	Rab9 prom act	Giardia kill	Tb PFK block
O=C(COc1cccc(Oc2ccccc2)c1)Nc1ncccn1	u	5	2%	u	0	-1%	-6%	-4%	-8%	1	0%
CCn1c(CC(=O)Nc2ccccc2)nnc1SCC(=O)Nc1nncs1	-1%	3	4%	2%	13	0%	-2%	1%	5%	-4	3%
C=CCn1c(SCc2c(F)cccc2Cl)nnc1-c1ccco1	21%	-4	-2%	-12%	-10	1%	9%	2%	14%	-10	-8%
COc1ccc(C(=O)N2CCc3ccccc32)cc1S(=O)(=O)N1CCOCC1	x	x	1%	5%	-16	0%	x	-1%	-4%	5	-3%
CN(Cc1cccc(Cl)c1)C(=O)C1CCC(=O)N(C2CC2)C1 (stereo not given)	11%	4	0%[9.26 µM]	2%	1	-44%[inhibitor]	5%	u	6%	u	1%
CCN(C#N)c1nc(NC(C)C)nc(NC(C)(C)C)n1	-9%	6	5%	3%	43	-2%	27%	-7%	-2%	-11	4%
COc1ccccc1CNC(=O)Cn1ccsc1=N	0%	1	4%	2%	-3	-4%	-4%	5%	1%	9	-12%
COc1ccc(CC(=O)Nn2c(-c3ccccc3)nc3ccccc3c2=O)cc1	11%	2	-1%	2%	2	1%	8%	3%	-1%	15	-2%
O=C(CSc1ccccc1C(=O)NCc1ccccc1)NC12CC3CC(CC(C3)C1)C2	40%	3	-7%	u	-33	2%	-7%	-8%	-2%	8	1%

# Screening results: PubChem, National Center for Advancing Translational Sciences (NCATS)
